S1P2 ag: agonists of human S1P2 receptor; activation, % at 4.5 µM; S1P2-expressing cell line, agonist reporter read-out; 0.46% of 97,000 active; O95136; in the data active means activation above about 16%;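 further: 0% = vehicle low control and 100% = maximal reference agonist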
Target sequence (O95136 whole entry, looked up): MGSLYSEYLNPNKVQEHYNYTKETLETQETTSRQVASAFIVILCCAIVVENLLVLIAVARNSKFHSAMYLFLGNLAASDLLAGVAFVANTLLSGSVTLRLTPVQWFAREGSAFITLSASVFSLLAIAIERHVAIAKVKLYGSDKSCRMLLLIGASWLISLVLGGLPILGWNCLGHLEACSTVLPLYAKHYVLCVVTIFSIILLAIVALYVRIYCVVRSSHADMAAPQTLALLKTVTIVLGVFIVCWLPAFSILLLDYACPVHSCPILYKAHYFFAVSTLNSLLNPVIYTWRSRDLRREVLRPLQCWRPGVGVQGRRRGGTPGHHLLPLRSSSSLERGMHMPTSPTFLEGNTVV
S1P2 antag: S1P2 (human) receptor antagonism; inhibition, % at 5 µM; O95136; 0.21% of 97,000 active; AID 736; cell-based S1P2 antagonist assay, inhibition at 5 uM; in the data active means inhibition above about 45%;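 further: CRE beta-lactamase reporter cells expressing human S1P2 stimulated with S1P; 0% = agonist at EC80 alone and 100% = agonist plus reference antagonist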
H69AR growth 86K: blocks growth of human H69AR lung tumor cells; H69AR lung tumor viability, ATP luminescence, 72 h; hits give low values; viability, % at 10 µM; 6% of 85,000 active;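 active means viability at or below 40%; inactive means viability above 40%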;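 further: multidrug resistant small cell line overexpressing MRP-1 efflux transporter; 100% = mean luminescence of untreated control wells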
PostGolgi ctrl: inhibits growth of the yeast control strain; efflux-deficient yeast background strain, growth absorbance A615, 16 h; 5% of 98,000 active; inhibition, % at 10 µM; AID 738; in the data active means inhibition above about 30%
sEH activator: increases human soluble epoxide hydrolase activity. activation, % at 2 µM. P34913. AID 717. purified human sEH enzymatic activity, activator screen. 0.04% of 91,000 active; in the data active means activation above about 37%; further: values of inactives mirror those of a sister screen read the other way
Target sequence (P34913 whole entry, looked up): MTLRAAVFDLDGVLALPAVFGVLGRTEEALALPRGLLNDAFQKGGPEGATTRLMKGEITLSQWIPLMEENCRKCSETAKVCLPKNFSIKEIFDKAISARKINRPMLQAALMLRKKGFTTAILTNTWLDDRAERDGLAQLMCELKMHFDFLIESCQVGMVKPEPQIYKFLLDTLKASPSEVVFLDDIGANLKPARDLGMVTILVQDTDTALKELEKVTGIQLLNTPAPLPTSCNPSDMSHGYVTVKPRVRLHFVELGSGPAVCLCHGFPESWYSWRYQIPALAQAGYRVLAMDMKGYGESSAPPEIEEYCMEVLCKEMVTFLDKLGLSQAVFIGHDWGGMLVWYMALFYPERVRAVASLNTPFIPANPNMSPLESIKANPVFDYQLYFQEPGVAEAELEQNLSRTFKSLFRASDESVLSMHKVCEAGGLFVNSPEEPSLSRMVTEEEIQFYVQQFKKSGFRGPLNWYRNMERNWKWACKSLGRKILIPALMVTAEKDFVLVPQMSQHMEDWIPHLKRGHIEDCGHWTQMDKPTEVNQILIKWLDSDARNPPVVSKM
HUVEC prolif 384: inhibitors of human endothelial cell proliferation | HUVEC proliferation, CellTiter-Glo luminescence, 72 h; hits give low values | viability, % at 10 µM (by protocol) | 1.1% of 86,000 active | AID 648;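 active means viability at or below 30%; inactive means viability above 30%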;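 further: 100% = median luminescence of DMSO-only cell control wells on each plate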
Fibroblast inh: blocks proliferation of human lung fibroblasts. LL 47 human lung fibroblast viability, ATP luminescence; hits give low values. viability, % at 10 µM. 1.1% of 85,000 active. AID 719;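 active means viability at or below 50% in the single dose screen; inactive means viability above 50%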;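 further: compound exposure lasted 72 h before the ATP readout; 100% = median luminescence of untreated cell-only wells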
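Signal: luminescent ATP detection, CellTiter-Glo; assay system: LL 47 human lung fibroblasts; input: 1,150 cells/well; incubation: overnight cell rest, 72 h compound treatment at 37 °C; measure: % viability versus median cells-only luminescence; medium: IMEM growth medium with 15% fetal bovine serum; dosing: compound addition at 0.1% DMSO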
PTPN22 act: activators of human LYP (PTPN22) phosphatase; AID 697; activation, % at 2 µM; 0.11% of 96,000 active; recombinant LYP, DiFMUP fluorescence; 0 = plate median, 100 = signal doubled;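 active means activation at 2 µM above a set limit, the mean plus 5 SD, cut at about 37% in these data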
sEH inhibitor: inhibitors of human soluble epoxide hydrolase. recombinant human sEH enzymatic activity assay. inhibition, % at 2 µM. 0.34% of 91,000 active; in the data active means inhibition above about 80%; further: values of inactives mirror those of a sister screen read the other way; many of its hits are not listed in these tables
* = called active by the depositor; . = not tested or not shown.

SMILES	S1P2 ag	S1P2 antag	H69AR growth 86K	PostGolgi ctrl	sEH activator	HUVEC prolif 384	Fibroblast inh	PTPN22 act	sEH inhibitor
C=CCN1C(=O)C(O)(CC(=O)c2c(C)n[nH]c2C)c2cc(Br)ccc21 (configuration not stated)	-5	-8	84	10	-9	96	102	6	8
CC(C)CN1C(=O)NC(NC(=O)c2ccco2)(C(F)(F)F)C1=O (configuration not stated)	-5	2	97	8	-10	92	97	4	8
Cc1ccc(C(=O)c2ccccc2C(=O)O)c(O)c1	-3	8	96	-11	.	111	106	0	.
Cc1cc(C)c(C#N)c(SCC(=O)OC2CCCCC2)n1	.	.	90	17	.	100	101	.	.
CCCCCn1c(N2CCC(C(N)=O)CC2)nc2c1c(=O)[nH]c(=O)n2C	-11	24	85	6	5	98	99	7	-6
CCOC(=O)/C(C(C)=O)=C1/OC(=O)c2ccccc21	-1	-8	95	-2	4	92	97	0	-5
COc1cc(C2C(C(=O)c3cccs3)=C(O)C(=O)N2Cc2ccco2)cc(OC)c1OC (configuration not stated)	-7	1	98	3	-2	102	105	7	2
CCOc1ccccc1NC(=O)CCN1CCN(S(=O)(=O)c2ccc(Br)cc2)CC1	-5	-7	83	9	-3	92	98	2	7
COc1cccc(NC(=O)C2CCCN(S(=O)(=O)c3cccc4nsnc34)C2)c1 (configuration not stated)	-7	28	.	7	-27	.	.	-8	28
COc1ccccc1NS(=O)(=O)c1cc(C)ccc1C	-2	-12	103	22	-9	100	92	7	10
C=CCN(c1ccc(C(N)=O)cc1)S(C)(=O)=O	0	7	100	5	5	88	101	4	-1
C=CCN=C(NC#N)SCc1ccccc1Cl	-3	27	.	-6	-4	80	87	-6	4

Single records, as listed above.
COc1ccccc1NS(=O)(=O)c1cc(C)ccc1C as listed: S1P2 ag: -2; S1P2 antag: -12; H69AR growth 86K: 103; PostGolgi ctrl: 22; sEH activator: -9; HUVEC prolif 384: 100; Fibroblast inh: 92; PTPN22 act: 7; sEH inhibitor: 10
CCOC(=O)/C(C(C)=O)=C1/OC(=O)c2ccccc21 as listed: S1P2 ag: -1; S1P2 antag: -8; H69AR growth 86K: 95; PostGolgi ctrl: -2; sEH activator: 4; HUVEC prolif 384: 92; Fibroblast inh: 97; PTPN22 act: 0; sEH inhibitor: -5
CC(C)CN1C(=O)NC(NC(=O)c2ccco2)(C(F)(F)F)C1=O (configuration not stated) as listed: S1P2 ag: -5; S1P2 antag: 2; H69AR growth 86K: 97; PostGolgi ctrl: 8; sEH activator: -10; HUVEC prolif 384: 92; Fibroblast inh: 97; PTPN22 act: 4; sEH inhibitor: 8

Following part:
SMILES	S1P2 ag	S1P2 antag	H69AR growth 86K	PostGolgi ctrl	sEH activator	HUVEC prolif 384	Fibroblast inh	PTPN22 act	sEH inhibitor
Cn1c(Cn2c(=O)sc3ccccc32)nnc1SCC(N)=O	.	.	97	8	.	103	99	.	.
CCCC(=O)Nc1ccc(Br)c(Cl)c1	-7	8	96	1	-11	111	102	5	13
CCc1c(C)nc2ncnn2c1N1CCC(C(=O)Nc2ccccc2)CC1	-5	4	57	2	-52	95	93	4	51
CC(=O)c1ccc2c(c1)c1ccccc1n2CC(C)C	-1	-13	73	24	7	84	81	-3	-12
C1=C(c2ccccc2)Nc2nnnn2C1	0	-2	103	8	4	101	106	-7	-2
Fc1ccc(CNn2cnnc2SCc2ccc(F)cc2)cc1	-8	-11	100	.	14	84	94	-4	-13
CCOc1ccc(Nc2cc(C)nc(-n3nc(C)cc3C)n2)cc1	-2	-6	.	19	-6	.	.	8	7
Cc1nc(NC(=O)CSc2ccccc2N)sc1C	-3	20	93	-5	3	79	92	5	-2
O=C(NC1=NCCS1)C1CC(=O)N(c2ccc(F)cc2)C1 (configuration not stated)	0	-7	.	12	4	.	.	-6	-3
O=C(NCc1ccc2c(c1)OCO2)c1ccc(COc2cccc(Cl)c2)o1	-1	3	104	60*	-48	95	105	3	49
O=C(c1ccc2nc3ccc(Cl)cc3c(=O)n2c1)N1CCOCC1	13	-44	.	20	6	.	.	0	-3
COc1ccc(-c2nc(-c3ccc(Br)cc3)no2)c(OC)c1	-3	-8	101	4	12	102	65	-1	-12
CC(Sc1nc(NCc2ccccc2)nc(N(C)C)n1)C(=O)Nc1ccccc1 (configuration not stated)	-5	-5	.	16	6	.	.	-7	-3
COc1ccccc1CNC(=O)c1oc2ccc(S(=O)(=O)N3CCCC3)cc2c1C	-5	-4	42	31*	-10	93	93	-4	11
O=c1ccn(CCOc2ccc(Cl)cc2)c(=O)[nH]1	-7	-14	105	22	21	94	104	5	-18
COC(=O)c1[nH]c2ccc(F)cc2c1NC(=O)CCN1CC(C)OC(C)C1 (configuration not stated)	-6	0	97	5	1	92	102	15	0
COc1ccccc1CNC(=O)C1CCC(CNc2c(N3CCOCC3)c(=O)c2=O)CC1 (configuration not stated)	-7	15	.	16	-10	.	.	-7	10
COC(=O)CC1SC(=O)NC1=Nc1ccc(OC)cc1 (configuration not stated)	-4	-5	73	4	-9	89	91	7	11
COc1ccccc1-c1nc(C#N)c(N2CCC(Cc3ccccc3)CC2)o1	-2	-6	73	8	-8	87	99	5	11
COC(=O)CNC(=O)c1c(C)cc(=O)oc1C	-4	-14	96	5	-9	100	100	-11	10
CC1=NN(c2nc(-c3ccc(C)cc3)cs2)C(=O)C1N=Nc1ccc2ccccc2c1 (configuration not stated)	-14	12	.	4	-11	.	.	-13	13
CCCNS(=O)(=O)c1ccc(NC(=O)c2ccccn2)cc1	-1	-22	100	1	29	94	97	-3	-25
O=C1c2ccccc2C(Nc2cccnc2)N1Cc1ccccc1 (configuration not stated)	-2	-13	.	3	.	.	.	-13	.
CCn1c(SCC(=O)Nc2sc(C)c(C)c2C#N)nnc1C(C)C	-3	-13	87	9	10	107	103	-4	-9
Cc1ccccc1NC(=O)NCCCN1CCN(C2CCCCC2)CC1	-4	12	101	0	4	99	100	3	-8
O=C(Cc1cccs1)NCc1ccncc1	-2	24	100	-10	-4	94	99	-1	6
COc1cccc(OC)c1OCCCOc1c(OC)cccc1OC	-6	-5	97	8	-5	92	99	11	10
CCOC(=O)C(C)c1ccc2cc(OC)ccc2c1 (configuration not stated)	-2	0	95	2	0	104	92	-5	4
COc1ccc2[nH]c3nc(SCc4nnc(-c5ccccc5)o4)nnc3c2c1	1	-19	9.3*	12	12	65	101	-7	-16
O=C(CN1c2ccccc2Sc2ccccc21)NNC(=S)Nc1ccc(Cl)cc1Cl	1	11	.	4	16	.	.	-9	-13
NC(=O)CSc1nnc(-c2ccc(S(=O)(=O)N3CCCC3)cc2)n1Cc1ccco1	-3	10	89	-1	15	91	103	12	-16
Cc1cc(S(=O)(=O)N2CCN(Cc3ccc4c(c3)OCO4)CC2)cc(C)c1N1CCCC1=O	.	.	70	19	.	20*	85	.	.
COC(=O)CSc1nc(N)c(NC(=O)c2ccc(OC)c(OC)c2)c(=O)[nH]1	-7	-1	104	2	-8	90	104	-2	10
COc1cccc(-n2c(SCC(N)=O)nnc2-c2c[nH]c3ccccc23)c1	-5	-2	80	-7	.	101	102	.	.
CCOC(=O)N1CCN(C(=O)c2nn(-c3cc(OC)cc(OC)c3)c(=O)c3ccccc23)CC1	.	.	76	12	.	93	93	.	.
Cc1cc(C)c(NC(=O)CSc2nnc(-c3ccco3)n2N)c(C)c1	-7	18	98	18	5	93	101	-1	-6

Nothing new here: 6 of the compounds above.
SMILES	S1P2 ag	S1P2 antag	H69AR growth 86K	PostGolgi ctrl	sEH activator	HUVEC prolif 384	Fibroblast inh	PTPN22 act	sEH inhibitor
NC(=O)CSc1nnc(-c2ccc(S(=O)(=O)N3CCCC3)cc2)n1Cc1ccco1	-3	10	89	-1	15	91	103	12	-16
Cc1cc(S(=O)(=O)N2CCN(Cc3ccc4c(c3)OCO4)CC2)cc(C)c1N1CCCC1=O	.	.	70	19	.	20*	85	.	.
COC(=O)CSc1nc(N)c(NC(=O)c2ccc(OC)c(OC)c2)c(=O)[nH]1	-7	-1	104	2	-8	90	104	-2	10
COc1cccc(-n2c(SCC(N)=O)nnc2-c2c[nH]c3ccccc23)c1	-5	-2	80	-7	.	101	102	.	.
CCOC(=O)N1CCN(C(=O)c2nn(-c3cc(OC)cc(OC)c3)c(=O)c3ccccc23)CC1	.	.	76	12	.	93	93	.	.
Cc1cc(C)c(NC(=O)CSc2nnc(-c3ccco3)n2N)c(C)c1	-7	18	98	18	5	93	101	-1	-6

(further entries)
SMILES	S1P2 ag	S1P2 antag	H69AR growth 86K	PostGolgi ctrl	sEH activator	HUVEC prolif 384	Fibroblast inh	PTPN22 act	sEH inhibitor
Cc1nc2nc(-c3ccccc3)[nH]n2c(=O)c1C	-4	1	97	-3	8	87	101	10	-6
CCOC(=O)C1=C(CSc2nc(CC)c(C)cc2C#N)OC(N)=C(C#N)C1c1ccccc1 (configuration not stated)	1	-3	28*	2	11	78	78	2	-8
Nc1nc(SCC(=O)Nc2ccccc2Sc2ccccc2)n[nH]1	-5	-12	.	7	-9	.	.	4	9
O=C(c1ccco1)N1CCN(S(=O)(=O)c2ccc(S(=O)(=O)NC3CC3)cc2)CC1	-7	13	86	5	16	86	101	-1	-16
CC1(C(=O)NC23CC4CC(CC(C4)C2)C3)CC1(Cl)Cl (configuration not stated)	-7	-11	.	34*	-22	.	.	-10	24
O=C(N1CCN(c2ccccc2)CC1)C(F)(F)C(F)(F)F	.	.	87	-4	.	107	105	.	.
Cc1cc(C(=O)CSc2nn(-c3ccccc3)c(=S)s2)c(C)n1Cc1ccco1	-4	11	75	12	-7	108	94	-6	9
CCCOC(=O)c1ccc(Cl)c(NC(=O)c2ccc(-c3ccccc3)cc2)c1	-3	5	.	7	-2	.	.	1	3
CCOn1c(=O)c(C)[n+]([O-])c2ccccc21	-3	-17	88	.	-20	100	101	10	20
COc1ccc(C2=CC(c3c(C)nn(-c4ccccc4)c3Cl)n3nnnc3N2)cc1OC (configuration not stated)	-2	-7	24*	8	-2	80	88	-12	1
CCn1c(/C(C#N)=C(\O)CCc2ccccc2)nc2ccccc21	-8	-8	46	6	-4	78	76	-4	2
CCOc1ccc(Cn2c(C)nc([N+](=O)[O-])c2SCC(O)CCl)cc1[N+](=O)[O-] (configuration not stated)	3	-29	72	-4	4	91	82	4	-2
CCn1c(N2CCN(CC(=O)c3c(C)n(C)c4ccccc34)CC2)nc2c1c(=O)[nH]c(=O)n2C	-1	-16	71	0	1	87	92	-6	-2
CCCCn1c(SCC2CCCCO2)nc2cc(S(N)(=O)=O)ccc21 (configuration not stated)	3	-6	81	1	-1	96	97	5	1
N#CC1=C(SCc2ccccc2Cl)NC(=O)C(C(N)=O)C1 (configuration not stated)	.	.	94	-1	.	94	102	.	.
Cc1c(NC(=O)CSc2ccc3c(c2)OCCO3)c(=O)n(-c2ccccc2)n1C	-3	9	95	1	4	97	101	2	-4
c1csc(C(c2nnnn2C2CCCCC2)N2CCCC3(CCCCC3)C2)c1 (configuration not stated)	-6	-11	93	.	-5	83	98	2	5

The list is partial, so the mix of outcomes need not match the whole.
